Compound activity deposited in PubChem by several laboratories.
NCF1 inh = inhibitors of human p47phox binding | P14598 | p47phox/p22phox peptide binding, fluorescence polarization, 2 h | inhibition, % at 24.7 µM | 220,000 tested, 0.53% active | AID 1274;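 active = inhibition above about 30%, limit read from the data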;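 note: 0% = p47phox with labelled peptide and 100% = labelled peptide alone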
Target sequence (P14598 whole entry, looked up): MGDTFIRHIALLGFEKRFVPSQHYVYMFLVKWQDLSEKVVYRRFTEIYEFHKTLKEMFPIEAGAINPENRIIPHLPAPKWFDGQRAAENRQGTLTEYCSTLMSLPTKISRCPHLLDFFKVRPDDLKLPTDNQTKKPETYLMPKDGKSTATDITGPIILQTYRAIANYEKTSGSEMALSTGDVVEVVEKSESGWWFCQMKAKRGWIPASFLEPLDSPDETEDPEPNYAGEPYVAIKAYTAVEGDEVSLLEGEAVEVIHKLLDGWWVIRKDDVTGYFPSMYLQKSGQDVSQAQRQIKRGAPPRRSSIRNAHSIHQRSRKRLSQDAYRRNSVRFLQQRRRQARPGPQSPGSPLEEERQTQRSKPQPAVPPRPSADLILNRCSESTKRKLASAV
Runt-SMMHC FRET = blocks binding of human RUNX1 Runt domain to CBFb-SMMHC; 220,000 tested, 0.74% active; Q01196+Q13951; inhibition, % at 20 µM; Cerulean-Runt/Venus-CBFb-SMMHC FRET ratio 530/480, 1 h;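 active = mean inhibition across duplicate retests at 20 µM reaching about 50%, limit read from the data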;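 note: 0% = DMSO wells and 100% = wells with excess untagged CBFb-SMMHC; inhibitors lower the FRET ratio by blocking Runt binding to CBFb-SMMHC; some results filed as inactive read as strong as hits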
Target sequence (Q01196 whole entry, looked up, the tested form may be a part): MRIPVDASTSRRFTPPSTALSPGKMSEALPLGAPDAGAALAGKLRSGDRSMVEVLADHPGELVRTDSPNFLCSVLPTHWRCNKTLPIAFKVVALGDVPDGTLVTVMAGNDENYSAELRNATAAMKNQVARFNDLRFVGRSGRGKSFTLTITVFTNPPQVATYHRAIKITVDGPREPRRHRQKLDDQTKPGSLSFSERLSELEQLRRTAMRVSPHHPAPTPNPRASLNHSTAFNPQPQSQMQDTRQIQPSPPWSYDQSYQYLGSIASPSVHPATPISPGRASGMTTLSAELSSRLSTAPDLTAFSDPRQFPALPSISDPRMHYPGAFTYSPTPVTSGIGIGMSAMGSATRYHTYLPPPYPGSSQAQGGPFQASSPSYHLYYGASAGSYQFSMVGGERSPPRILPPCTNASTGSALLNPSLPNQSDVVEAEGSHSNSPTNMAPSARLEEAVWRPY
Target sequence (Q13951 whole entry, looked up, the tested form may be a part): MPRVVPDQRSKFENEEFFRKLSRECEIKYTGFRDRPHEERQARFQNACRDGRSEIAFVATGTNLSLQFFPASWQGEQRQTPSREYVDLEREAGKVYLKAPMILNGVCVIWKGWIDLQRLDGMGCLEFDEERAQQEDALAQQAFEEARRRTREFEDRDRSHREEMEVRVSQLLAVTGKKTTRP
PPC-1+TRAIL kill = kills PPC-1 cancer cells in the presence of TRAIL; PPC-1 cells + TRAIL, ATPLite viability luminescence; AID 1443; 220,000 tested, 0.41% active; cell killing (% activity), % at 4 µM;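 active = cell killing above 50% in the first pass at 4 µM, then a duplicate retest at 5 µM averaging 50% or more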;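 note: plate controls were cells with TRAIL plus DMSO for no effect and medium-only wells lacking cells for full effect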
MDM2 E3 inh = blocks human Mdm2 ubiquitin ligase activity | Q00987 | cell-based MDM2 ubiquitination luciferase reporter, 2 h; 0 = plate control, 100 = twice control, blank-subtracted | signal enhancement, % at 5 µM | 210,000 tested, 0.11% active | AID 1230;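 active = signal enhancement of 30% or more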;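 note: luminescence tracks abundance of the self-degrading MDM2-luciferase fusion protein; higher signal means inhibition of MDM2 E3 ligase activity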
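Material: stable MDM2–luciferase fusion reporter cells / Quantity: 2000 cells/well / Dosing: single 5 µM compound dose, 0.2% final DMSO / Buffer or medium: DMEM / Schedule: 4 h cell settling then 2 h compound exposure, 37 °C / Detection: luminescence with SteadyLite reagent, 15 min at room temperature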
TRPML3 ag = human mucolipin-3 channel agonism | Q8TDD5 | HEK293 TRPML3-YFP, Fluo-8 calcium fluorescence; 100% = the carbachol control signal | activation, % at 3 µM | 220,000 tested, 0.29% active;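 active = activation above its plate's cutoff, the mean activation of the plate's test wells plus 3 SD, cut at about 12% in these data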;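 note: 0% = DMSO only wells and 100% = carbachol wells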
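Test system: HEK293 cells stably carrying human TRPML3-YFP; Doses: single dose, 3 µM final nominal compound, 0.3% DMSO final; Schedule: dye loading 1 h 37 °C then 30 min ambient, 125 s read; Technique: Fluo-8 calcium fluorescence; Benchmarks: high control carbachol 87 µM, low control DMSO.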
zfTRPN1 agonist = activates the zebrafish TRPN1 channel; 220,000 tested, 0.18% active; HEK293 zebrafish TRPN1-YFP, Fluo-8 calcium fluorescence; 100% = response to 87 µM carbachol; activation, % at 3 µM;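 active = activation above its plate's cutoff, the mean activation of test wells on that plate plus 3 SD, cut at about 19% in these data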;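 note: 0% = DMSO alone and 100% = 87 µM carbachol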
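Material: zebrafish TRPN1-YFP in HEK293 cells; Doses: single test compound dose, 3 µM nominal, 0.3% DMSO; Timing: dye loading 1 h at 37 °C, then 30 min room temperature; Technique: intracellular calcium fluorescence with Fluo-8; Benchmarks: high carbachol 87 µM, low DMSO alone.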
TNF death inh = TNF-alpha cell death inhibition in Jurkat FADD-/- cells; Jurkat FADD-/- TNF necroptosis rescue, ATP luminescence, 24 h; 0 = TNF only, 100 = no-TNF cells; 220,000 tested, 0.068% active; activation (protection from cell death), % at 10 µM;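 active = activation, meaning protection from cell death, of at least 50% relative to plate controls; inactive = activation below 50%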;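 note: necroptosis triggered by 40 ng/mL TNF-alpha added together with compound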
CHOP inhibitor = inhibitors of CHOP induction in ER stress response; CHO-K1 CHOP-promoter luciferase, tunicamycin-induced, 15-18 h; inhibition, % at 10 µM; 220,000 tested, 3.8% active;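 active = compounds that reduced the stress-induced luciferase reporter signal by more than about 70% of percent inhibition, limit read from the data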;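 note: 0% = tunicamycin plus vehicle and 100% = wells without tunicamycin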
EBV gp42 block = inhibitors of Epstein-Barr virus glycoprotein 42. Q1HVG2. Fluorescence polarization binding assay, mP read-out. inhibition, % (tested at 21.74 µM). 220,000 tested, 0.42% active; in the data active = inhibition above about 50%
Starred values were filed as active, the others as inactive; . = no result given.

Values run as follows: NCF1 inh, Runt-SMMHC FRET, PPC-1+TRAIL kill, MDM2 E3 inh, TRPML3 ag, zfTRPN1 agonist, TNF death inh, CHOP inhibitor, EBV gp42 block
1) CC(=O)NS(=O)(=O)c1ccc(NC(=O)CCC2CCCC2)cc1
 : -6, 2, 36, -25, 0.2, 1.6, -0.3, 8, -9
2) COCCNC(=O)c1ccccc1NC(=O)c1ccc(Cl)c(S(=O)(=O)Nc2ccc(C)cc2C)c1
 : 1, -6, 3, -5, -0.1, -0.2, -3.3, 11, 4
3) CSCC[C@H](NC(=O)Nc1ccc(Oc2ccccc2)cc1)C(=O)O
 : 2, -1, 16, -19, -0.2, 0.6, 2.2, -3, -3
4) CC(=O)Nc1ccc(NC(=O)c2cc(C)nn2-c2ccccc2)cc1
 : -12, -2, 14, -1, 0.5, -0.7, -2.2, 2, -7
5) CCOC(=O)N1CCN(C(=O)CSc2nc3c(cnn3-c3ccc(Cl)cc3)c(=O)[nH]2)CC1
 : 0, 3, 13, -7, 0.9, 0.5, 1.5, 29, 3
6) CCN(CC)CCNC(=O)C1c2cc(OC)c(OC)cc2C(=O)N(C)C1c1cccs1 (configuration not stated)
 : 0, -5, 7, 8, 0.2, 0.8, 1.4, 15, 2
7) COC(=O)C(=C/C=C/N1CCOCC1)C(=O)OC
 : -12, -4, -3, -45, 0.2, 2.7, 2.3, 18, -11
8) COc1ccc(N2Cc3cccc(C(=O)N4CCOCC4)c3C2=O)cc1
 : -15, 2, 18, -8, 1.5, -0.9, -2.0, 57, -5
9) N#CC1=C(N)Oc2cc(N)ccc2C1C1CCCCC1 (configuration not stated)
 : -2, 82*, 12, -15, 0.8, 0.2, -6.6, ., 1
10) O=c1/c(=C\c2ccc(F)cc2)sc2n1CCCN=2
 : 3, 0, 10, -3, 1.5, 1.1, -0.7, -9, -14
11) C=CCN(CC(=O)NC1CCS(=O)(=O)C1)S(=O)(=O)c1ccccc1C(F)(F)F (configuration not stated)
 : 0, -4, 9, -16, -1.0, 1.1, -1.0, 5, -6
12) Cc1ccccc1OCCCCc1c(C)n[nH]c1C
 : -4, 1, 5, -24, -0.2, -0.7, -2.6, 85*, 9
13) COc1ccc(Cl)cc1NC(=S)N(Cc1cccnc1)Cc1ccco1
 : 0, 0, -15, 4, -0.1, -2.9, 0.1, 29, -1
14) Cc1ccc(CNc2ccc(O)cc2)cc1
 : 13, -3, 12, -7, -0.5, 0.2, -14, -49, -7
15) C#CCOCCOCCOCCNc1nc(N2CCN(C(=O)Cn3cc(CC(C)O)nn3)CC2)nc(N2CCN(C(=O)[C@H](C)n3cc(CCCN=C(N)N)nn3)CC2)n1 (some centres not stated)
 : -3, 0, 0, ., 1.2, 2.3, -0.3, 8, -18
16) COc1ccccc1C1CC(c2ccc(Br)cc2)=NN1C(=O)c1cccnc1 (configuration not stated)
 : -50, 2, 18, -9, 0.4, 0.1, 0.2, 38, -13
17) Cn1c(=O)c2c(nc(NCc3ccc4c(c3)OCO4)n2Cc2ccc(F)cc2)n(C)c1=O
 : -8, -3, 1, 7, 1.0, -0.4, -3.2, 17, -6
18) COc1ccc2nc(SCc3ccccc3)nc(C)c2c1
 : -34, -2, 16, -15, 0.5, 0.1, -0.5, 41, 5
19) O=[N+]([O-])c1ccc(OCc2nnc(-c3ccccc3)o2)cc1
 : 4, -2, 11, -13, 0.6, -0.1, 0.5, 4, 1
20) O=C(Nc1cc(=O)c2ccccc2o1)N1CCCCC1
 : 1, -1, -2, -21, 0.7, 3.3, 0.0, 4, -30
21) COc1ccccc1CNc1nc2nc(C)c(C)c(=O)n2[nH]1
 : -6, 0, 14, -17, 0.6, 0.4, 1.3, 6, -5
22) CCOc1cccc(CNCCNC(=O)c2nonc2N)c1
 : 12, 3, 7, 2, -0.4, -0.8, -0.5, -12, -8
23) CC(C)Nc1nc(NC(N)=S)nc(NC(C)(C)C)n1
 : -3, 0, 12, 4, -1.1, -2.1, -3.7, 2, -11
24) O=C(N/N=C/c1ccncc1)c1nn(Cc2ccccc2)c(=O)c2ccccc12
 : -8, -2, 8, 0, 0.1, -0.3, -0.2, 23, -6
25) COC(=O)CSc1nnc(-c2ccc(S(=O)(=O)N3CCCCC3)cc2)o1
 : -14, 1, 11, 3, 0.6, 1.3, -1.7, 29, -10
26) Cc1cccc(OCc2nc(C#N)c(NCCN(C)C)o2)c1
 : -2, 1, 26, -7, 1.0, 0.2, 1.0, -21, -15
27) COc1ccc(/C=C2\SC(=S)N(CC3CCCO3)C2=O)cc1 (configuration not stated)
 : -7, -6, 14, -13, -0.2, -1.3, 1.6, -7, -15
28) CCCOC(=O)C1=C(C)NC2=C(C(=O)CCC2)C1c1cc(OC)ccc1OC (configuration not stated)
 : 2, 6, 21, -11, -0.2, -0.1, -0.5, 9, -18
29) COc1ccccc1-c1coc2cc(OCC(=O)OCc3ccccc3)ccc2c1=O
 : -11, 1, 4, -3, 0.3, -1.2, -1.1, -4, -7
30) COCc1nnc(NC(=O)CC(c2ccccc2)c2ccccc2)s1
 : -36, -2, 13, -7, 0.2, -1.1, 0.6, 38, -18
31) Cc1ccc(S(N)(=O)=O)c(C)c1N1CCCC1=O
 : -2, -6, 16, 0, -0.3, 1.5, -0.3, 7, -20
32) Clc1ccc(-c2cc3ccccc3nc2N2CCOCC2)cc1
 : -3, 0, 7, -5, -0.2, -2.4, 0.0, 34, -4
33) CC(=O)N(c1ccccc1)c1ccc([N+](=O)[O-])cc1[N+](=O)[O-]
 : 7, -2, 32, 1, 0.3, -1.4, 1.7, 19, -15
34) CCCN1C(=O)C(Cc2nc3ccccc3c(=O)n2C)c2ccccc21 (configuration not stated)
 : -14, 0, 1, 6, -0.1, -0.2, -0.3, 19, -14
35) COCCn1c(Sc2nc(C)cs2)nc2c1c(=O)[nH]c(=O)n2C
 : -10, 6, 9, -8, 0.6, -0.3, -1.5, -1, -21
36) CCOC(=O)Cc1csc(NC(=O)c2ccc(C)cc2)n1
 : 3, -2, 17, -18, 2.8, 2.0, -0.6, 10, 4
37) O=c1c2ccccc2nc(-c2ccccc2)n1Cc1ccco1
 : -16, 7, 5, 2, -1.2, -1.3, -2.9, 15, -1
38) O=C(CCCC(=O)N/N=C/c1ccccc1C(=O)O)N/N=C/c1ccccc1C(=O)O
 : -9, -2, 8, -12, 0.9, 0.4, 0.7, 11, -3
39) COc1ccc(CC(=O)Nc2nccs2)cc1OC
 : -19, 3, -4, 4, 1.0, 1.0, 1.4, 25, -11
40) Cc1[nH]nc(SCC(=O)NC2CCCCC2)c1[N+](=O)[O-]
 : -14, 2, -7, -17, 0.5, 1.6, -0.4, -10, 2
41) CC1(C)C(=O)OC(c2ccccc2)C(C)(C)C1=O (configuration not stated)
 : -18, 0, 8, -3, -0.2, -0.8, 18, 10, -14
42) CCN(CC)S(=O)(=O)c1cccc(NC(=O)c2ccc(Br)cc2)c1
 : -19, 0, 19, -17, 3.8, 6.5, -0.2, 21, 2
43) CCCCSC1=N/C(=C/c2ccsc2)C(=O)N1c1ccccc1
 : -18, -3, 15, 7, 0.5, 0.5, -0.5, 6, -16
44) CCCCOc1ccc(-c2ncc([N+](=O)[O-])cn2)cc1
 : -18, 1, -5, -22, 0.5, 1.9, -0.8, -17, -6
45) Cc1ccc(N2CCN(C(=O)N3CCCC3)CC2)cc1C
 : -4, 1, -14, -17, -0.6, -0.2, -1.8, 3, -9
46) N#Cc1c(NC(=S)NC(=O)c2ccccc2)sc2c1CCCC2
 : -6, 12, 17, 9, 0.3, -0.4, 1.8, 36, 5
47) NC(=O)CN1CCN(S(=O)(=O)c2ccc(Cl)cc2)CC1
 : -1, -3, -8, -9, 0.8, 1.0, 1.1, -2, 3
48) COc1cccc(NC(=O)c2nn(-c3ccc(OC)cc3OC)c(=O)c3ccccc23)c1
 : -7, -5, ., -4, 0.9, 0.5, -0.2, -17, 2
49) Cc1cc(NC(=O)COC(=O)C2CCC2)no1
 : 2, 1, -12, -18, 0.9, 1.1, 0.0, -17, -7
50) COc1cccc(CC2(CO)CCN(CC3=CC[C@H]4C[C@@H]3C4(C)C)CC2)c1
 : -12, -2, 0, -8, 0.2, 0.1, 1.2, 41, -19
51) O=C(CSc1ncnc2nc[nH]c12)c1ccc2ccccc2c1
 : -12, -1, 9, ., 1.8, 3.2, -1.9, 8, -5
52) O=C(Nc1nc2ccc(SC(F)F)cc2s1)c1ccc2c(c1)S(=O)(=O)c1ccccc1C2=O
 : -1, -6, 3, -9, 0.9, 0.3, 0.8, 35, -30
53) Fc1ccc(-c2csc(/C=C/c3ccc4c(c3)OCO4)n2)cc1
 : -10, -6, 7, -2, 0.4, 1.0, 1.7, -3, -20
54) O=C1OC2(CCCC2)OC(=O)C1=Cc1c[nH]c2ccccc12
 : -6, ., ., -13, 0.6, 0.7, 0.7, 17, 11
55) COc1ccc(C2/C=C\CN(C(=O)CC(C)C)CC(=O)N2Cc2ccc(F)cc2)cc1 (configuration not stated)
 : 2, -2, 8, -17, ., ., 1.2, 8, -14
56) CCCCOc1ccc(CSc2ncn[nH]2)cc1
 : -6, 5, 0, -5, -1.0, -1.5, -0.5, -9, -7
57) COC(=O)/C(C#N)=C/c1ccc(C)o1
 : 3, 0, 5, -6, -0.1, 1.5, 0.1, -17, -4
58) COCCn1c(SCC(=O)N2CC(=O)Nc3ccccc32)nc2ccccc2c1=O
 : 0, -3, 12, -20, 0.6, 2.5, -0.9, -6, -5
59) CCn1cc(S(=O)(=O)CC(=O)Nc2ccc(C)cc2)c2ccccc21
 : 9, -1, 8, -13, 0.0, 0.0, -1.1, -4, -1
60) CCOc1ccc(CCNC(=O)CSc2nn(-c3ccc(C)c(Cl)c3)c(=S)s2)cc1OCC
 : -37, -3, -7, -7, 0.0, 2.2, 2.6, 36, -25
61) OC1(c2ccc(Cl)cc2)CN(c2ccccc2)C2=[N+]1CCS2 (configuration not stated)
 : 1, 0, 8, -43, 0.0, 0.3, 2.1, 9, 8
